# High-throughput results (PubChem BioAssay)
# RMI FANCM FP: disruptors of RMI1/RMI2 association with MM2 peptide – biochemical, fluorescence polarization, human, primary screen. RMI core complex (RMI1/RMI2) binding to FANCM MM2 peptide, human. RMI core complex with F-MM2 peptide; active compounds read low. FP signal (polarization) at 33 µM. 0.58% of 70,000 active; in the data active = FP signal below about 40; note: inactives centre near 61; strong numbers were not always called active; unit not given here
# * = called active by the depositor; & = joins results of further samples.
smiles	RMI FANCM FP
O=c1c(O)cc([C@H]2Oc3cc(O)cc(O)c3C[C@H]2O)cc2c([C@H]3Oc4cc(O)cc(O)c4C[C@H]3O)cc(O)c(O)c12	64
COc1ccc(-n2nnnc2CNC(=O)C2CCCC2)cc1	54
COc1ccc(C(=O)NCCCCN2CCN(c3cccc(Cl)c3)CC2)cc1	61&56
CCc1c(C)nc(SCC(=O)N2CC(C)OC(C)C2)[nH]c1=O (stereo not given)	53
N/C(=N/OC(=O)c1cc(-c2ccc(Cl)cc2)oc1C(F)(F)F)c1cccs1	62
CC(C)Cn1c(SCc2nc(-c3ccccc3)no2)nc2ccsc2c1=O	71
CC1(C)COc2ccc(NS(=O)(=O)c3cc(F)ccc3F)cc2NC1=O	64
O=c1c2cnn(-c3ccccc3)c2cnn1-c1ccccc1	55
O=C(NCCCn1nc(-c2ccco2)ccc1=O)Nc1ccc(C(F)(F)F)cc1	66
O=S(=O)(Cc1ccccc1)NCCOc1ccc2nnc(-c3ccccc3Cl)n2n1	71
CCCCn1c2ccc(C)cc2c2nc3ccccc3nc21	-21
COc1ccc(Cl)cc1C(=O)N1CCN(Cc2nc(C)cs2)CC1	61
CCOC(=O)CSc1nc(-c2ccccc2)cn1-c1ccccc1	55
O=C(c1ccc(Cl)cc1)N1CCS(=NS(=O)(=O)c2ccc(Cl)cc2)CC1	54
COc1ccc(C(C)=O)cc1CSc1nc2ccc(C(F)(F)F)cc2[nH]1	63
N#Cc1ccccc1C=Nc1ccc(-c2cc(-c3ccccc3)c3cc(Cl)ccc3n2)cc1	66
O=S(=O)(c1c(Cl)cccc1Cl)N1CCN(C(c2ccccc2)c2ccccc2)CC1	58
O=C(Nc1cccnc1)C1CCCN(c2ccc(-c3ccc(Cl)cc3)nn2)C1 (stereo not given)	68
CCOC(=O)C1=C(O)C(=O)N(C2CCCCC2)C1	51
O=C(NCCn1nc(-c2ccncc2)ccc1=O)c1cc2ccccc2oc1=O	65

# More results
smiles	RMI FANCM FP
CCOc1ccc(NC(=O)CN2C(=O)c3ccccc3C2=O)cc1	57
O=S(=O)(NCc1ccc2c(c1)OCO2)c1ccc2c(c1)OCC2	61
OCC(O)Cn1c2ccc(Br)cc2c2cc(Br)cc(Br)c21 (stereo not given)	66
Cc1cc(S(=O)(=O)Nc2cccnc2)cc([N+](=O)[O-])c1C	65
COc1ccc(N2CCN(S(=O)(=O)c3ccc(Oc4ccccc4Cl)cc3)CC2)cc1	68
Cc1ccc(Sc2ncccc2-c2nnc(C3CC3)o2)cc1	56
COC(=O)c1sc2nccnc2c1N/C=C(\C#N)C(=O)c1ccc(Cl)cc1	56
O=C1c2ccc([N+](=O)[O-])cc2C(=O)N1CC12CC3CC(CC(Br)(C3)C1)C2	59
Cc1csc(NS(=O)(=O)c2ccc(Cl)cc2)c1-c1nc2ccccc2s1	56&47
O=C(O)c1ccccc1-c1ccccc1C(=O)O	41
Cn1nc2c(c1NC(=O)COc1ccc(Cl)cc1Cl)CCC2	63
CCOC(=O)NC(NCc1cccnc1)(C(F)(F)F)C(F)(F)F	58
Cc1ccc(C)c(NC(=O)C(=O)NCC(c2ccc3c(c2)CCN3C)N2CCN(C)CC2)c1 (stereo not given)	61
CCOC(=O)c1cc(-c2ccc(Cl)cc2)oc1/C=N\OC(=O)c1ccco1	40
CC(=O)C(N=Nc1ccccc1Oc1ccc(Cl)cc1Cl)=C(C)O	53
CN1C(=O)C(C)(C)COc2cc(NC(=O)C3CCCO3)ccc21 (stereo not given)	66
Cc1cccc(C)c1NC(=O)C(=O)NCCCc1ccc(N(C)C)cc1	71
CCCN1CCCc2cc(CCNS(=O)(=O)c3cc(C)ccc3OCC)ccc21	131
COc1ccc(-c2nc3n(n2)C(c2cccc(O)c2)C2=C(CCCC2=O)N3)cc1 (stereo not given)	61
ONC=Nc1cc(Cl)c(-n2cccc2)cc1Cl	59

# The results go on:
smiles	RMI FANCM FP
Cc1ccc(C(=O)N2CCN(Cc3ccccc3)CC2)cc1	54
Cc1ccc2c(c1)CCCN2C(=O)CCCn1nc(-c2cccs2)ccc1=O	68
O=C(Cc1cc(=O)[nH]c(SCc2ccccc2F)n1)Nc1ccc(F)c(F)c1	66
CC(C)C(Br)C(=O)Nc1nnc(-c2ccc(F)cc2)s1 (stereo not given)	63
CN1C2=NCCN2C(=O)c2cc(Cl)ccc21	54
Cc1ccc(N(C)S(=O)(=O)c2c(-c3ccccc3)csc2C(=O)NCc2ccco2)cc1	65
CC(=O)NC(CCS(C)(=O)=O)C(=O)Nc1cccc(C)c1C (stereo not given)	60
O=C(Nc1cccc(C(=O)c2ccccc2)c1)c1ccc([N+](=O)[O-])cc1	52
S=C(N/N=C\c1[nH]ncc1Br)Nc1ccc(Cl)cc1	56
CC(=O)N1CCc2ccc(NC(=O)c3c(-c4ccccc4Cl)noc3C)cc21	66
CCOC(=O)N1CCCN=C1SC	61
O=C(Cc1csc(NC(=O)Nc2ccccc2)n1)Nc1ccccc1Oc1ccccc1	105
Cc1nc(-c2cccnc2)sc1-c1ccc(SCc2cccc(F)c2)nn1	71
CC1CCC2(CC1)NC(=O)N(CC(=O)NCCc1ccccc1)C2=O (stereo not given)	62
O=C(CSc1nnc(NC(=O)COc2ccc(Cl)cc2)s1)Nc1ccc2c(c1)OCO2	56
O=C(Nc1ccc(SCc2cccc(C(F)(F)F)c2)nn1)c1ccco1	72
CCOc1ccc(S(=O)(=O)c2cnc(SCC(=O)Nc3ccc(C)c(C)c3)[nH]c2=O)cc1	63
Cc1cc(=O)[nH]c(SCC(=O)Nc2ccccc2[N+](=O)[O-])n1	63
COC(=O)c1ccc(C(=O)N(CCn2cccn2)c2nc3c(C)cc(C)cc3s2)cc1	75
O=C(NCC(c1ccsc1)N1CCCC1)Nc1ccc(F)cc1 (stereo not given)	79

# In another format: entries from further up.
> O=C(Cc1csc(NC(=O)Nc2ccccc2)n1)Nc1ccccc1Oc1ccccc1
  RMI FANCM FP: 105
> Cc1nc(-c2cccnc2)sc1-c1ccc(SCc2cccc(F)c2)nn1
  RMI FANCM FP: 71
> CC1CCC2(CC1)NC(=O)N(CC(=O)NCCc1ccccc1)C2=O (stereo not given)
  RMI FANCM FP: 62
> O=C(CSc1nnc(NC(=O)COc2ccc(Cl)cc2)s1)Nc1ccc2c(c1)OCO2
  RMI FANCM FP: 56

# Gathered by group: those above containing a furan ring, fused or not.
smiles	RMI FANCM FP
N/C(=N/OC(=O)c1cc(-c2ccc(Cl)cc2)oc1C(F)(F)F)c1cccs1	62
O=C(NCCCn1nc(-c2ccco2)ccc1=O)Nc1ccc(C(F)(F)F)cc1	66
CCOC(=O)c1cc(-c2ccc(Cl)cc2)oc1/C=N\OC(=O)c1ccco1	40
Cc1ccc(N(C)S(=O)(=O)c2c(-c3ccccc3)csc2C(=O)NCc2ccco2)cc1	65
O=C(Nc1ccc(SCc2cccc(C(F)(F)F)c2)nn1)c1ccco1	72

# Further results.
smiles	RMI FANCM FP
CC(C)CS(=O)(=O)Nc1ccc2c(c1)N(S(=O)(=O)c1ccc(F)cc1)CCC2	75
CCOc1cc(Cl)c(S(=O)(=O)n2cnc(C)c2)cc1Cl	58
COc1ccc(Cl)cc1NC(=O)Cn1c(C)cc(C)c(-c2nc(-c3ccc(F)cc3)no2)c1=O	122
Cc1cc(C)n(CCNC(=O)c2ccco2)n1	63
O=C(OCc1cc(-c2ccc(Cl)cc2)on1)C1CCCC1	57
Cc1nn(CC(=O)NCC2CCCO2)c(=O)c2c1cnn2C(C)(C)C (stereo not given)	66
CCOC(=O)c1c(-c2ccc(Cl)cc2)csc1NC(=O)CSc1ccc2ccccc2n1	77
CCOCCn1c(=NC(=O)Cc2ccc(C(C)C)cc2)sc2ccccc21	66
Cc1oc(S(=O)(=O)N2CCCC2)cc1C(=O)NCc1ccc2c(c1)OCO2	59
COCCN1CCC(CNS(=O)(=O)c2cccs2)CC1	70
C=C(C)[C@@H]1CC[C@]2(C(=O)O)CC[C@]3(C)[C@H](CC[C@@H]4[C@@]5(C)CC[C@H](O)C(C)(C)[C@@H]5CC[C@]43C)[C@@H]12	60
Cc1nc2scc(C)n2c(=O)c1NC(=O)c1c(F)cccc1Cl	55
CC(C)CCNC(=O)CCCCn1c(=O)c2ccccc2n(CC(=O)Nc2cccc(F)c2)c1=O	81
CN(C)c1ccc(C(CNS(=O)(=O)c2cccc(Cl)c2)N2CCc3ccccc3C2)cc1 (stereo not given)	55
COc1ccc(-c2nn(-c3ccccc3)cc2/C=C(/C#N)c2nc3ccccc3[nH]2)c(C)c1	65
COc1cccc2sc(N3CCN(C(=O)C4CCN(S(C)(=O)=O)CC4)CC3)nc12	63
CSc1cccc(NC(=O)c2ccccc2F)c1	59
COc1ccc(-c2noc(CSc3nc4ccccc4c(=O)n3-c3ccc(C)cc3)n2)cc1OC	64
CN1CCN(C(CNC(=O)c2ccccc2C(F)(F)F)c2ccc3c(c2)CCN3C)CC1 (stereo not given)	56&57
CCOC(=O)c1csc(NC(=O)C2CCCN(c3ccc(-c4ccccc4)nn3)C2)n1 (stereo not given)	67&69

# The list goes on.
canonical_smiles	RMI FANCM FP
O=C(c1cc(C(F)(F)F)cc(C(F)(F)F)c1)N1CCC(O)(c2ccc(Cl)cc2)CC1	60
COc1ccc(Cl)c2sc(N(CCN(C)C)C(=O)c3cc(C)on3)nc12	59
CN(C)c1nc(-c2ccccc2)nc(-c2ccccc2)c1C#N	59
Fc1ccc2[nH]cc(CCCN3CCN(c4nc5cc(Cl)ccc5s4)CC3)c2c1	54
Cc1ccc(S(=O)(=O)N2N=C(c3ccc(Br)cc3)CC2c2cccc([N+](=O)[O-])c2)cc1 (stereo not given)	56
Clc1ccc(-c2ccnc3nncn23)cc1	57
Cc1ccc(C(=O)NCCn2ncc3c(=O)n(Cc4cccc(Cl)c4)cnc32)cc1C	72
O=[N+]([O-])c1ccc(-c2ncc3ccccn23)cc1	64
O=C(NCc1ccco1)c1n[nH]nc1Nc1cccc(Cl)c1	59
CC(=O)Nc1ccc(SCCCC(=O)N2CCN(CCc3ccccc3)CC2)nn1	65
Cc1ccc2nc(C)c(NC(=O)Nc3cccc(Cl)c3)c(=O)n2c1	68
O=S(=O)(NCc1ccco1)c1cccc2c(S(=O)(=O)NCc3ccco3)cccc12	59
CC(C)C(=O)NCCN1CCN(c2ccc(F)cc2)CC1	63
COc1cc(/C=C/C(=O)Nc2cc(C)c3c(=O)oc4ccccc4c3n2)cc(OC)c1OC	66
C=CCn1c(SCCC(=O)NCCc2ccccc2)nc2scc(-c3ccc(F)cc3)c2c1=O	88
O=C(CCc1ccccc1)NNC(=O)c1cccn(Cc2ccc(Cl)c(Cl)c2)c1=O	69
COc1ccc(-n2ccn(CC(=O)Nc3ccc(C)c(F)c3)c2=O)cc1	84
N#Cc1c(-c2cccnc2)[nH]c(=S)[nH]c1=O	60
O=C(CSc1ccc2nnc(-c3ccccn3)n2n1)Nc1cccc(C(F)(F)F)c1	59
COC(=O)c1ccc(OCC2c3cc(OC)c(OC)cc3CCN2C(=O)c2cc(Cl)ccc2[N+](=O)[O-])cc1 (stereo not given)	54
Fc1ccc(N2CCN(C(=S)Nc3ccccc3C(F)(F)F)CC2)cc1	60
CC(C)NC(=O)CCCCn1c(=O)c2ccccc2n(CC(=O)NCc2ccccc2)c1=O	64
CCn1nc(C)cc1C(=O)NNC(=S)Nc1ccccc1	61
COC12CCC(CC1)C(O)(C#N)C2 (stereo not given)	45
COc1ccc(C)c2sc(N(CCCN(C)C)C(=O)c3cc(C)no3)nc12	82
CNC(=S)N1N=C(c2c(-c3ccccc3)c3cc(Cl)ccc3[nH]c2=O)CC1c1ccc(N(C)C)cc1 (stereo not given)	57
N#C/C(N)=C(/C#N)N=Cc1ccccc1Sc1ccc(Cl)cc1	63
O=S(=O)(c1cccc(C(F)(F)F)c1)N(Cc1ccc2c(c1)OCO2)c1ccc(F)cc1	63
CS(=O)(=O)c1ccc(Nc2nc(C(=O)NCCc3ccc(F)cc3)cs2)cc1	63
CCOC(=O)c1sc(=NC(=O)c2ccc3ncsc3c2)n(C)c1C	61

# Next part.
canonical_smiles	RMI FANCM FP
COc1cc(-c2noc(-c3nn(-c4ccccc4C)c(=O)c4ccccc34)n2)cc(OC)c1OC	61
O=C(CSc1nc(=O)n(Cc2ccncc2)c2c1CCC2)c1ccccc1	55
COC(=O)c1ccc(C(=O)OC)nc1	62
O=[N+]([O-])c1c(NCCCO)cc(NCc2ccc3c(c2)OCO3)c2nonc12	60
Cc1[nH]c(=O)n(C)c(=O)c1CCC(=O)N1CCCc2ccccc21	60
COc1ccc(-c2cc3c(=O)[nH]nc(SCc4ccc(N5CCCC5=O)cc4)n3n2)cc1OC	106
Cc1ccc(CN=Cc2c(NCc3ccc(C)cc3)nc3ccc(C)cn3c2=O)cc1	59
CC(=O)N[C@@H]1[C@@H](O[C@H](C)C(=O)O)[C@H](O)[C@@H](CO)O[C@@H]1O	78
CC(=O)N1CCCc2cc(S(=O)(=O)N3CCN(c4ccc5nncn5n4)CC3)ccc21	65
Cc1ccc(C)c(N2CCN(S(=O)(=O)CCN3C(=O)CCCC3=O)CC2)c1	65
Cc1ccc(C)c(CN2CCCN(CC(=O)Nc3cccc(C(F)(F)F)c3)S2(=O)=O)c1	73
O=S(=O)(NCCc1cn2ccsc2n1)c1cccs1	57
O=C(NCc1ccsc1)C(=O)NCc1ccccc1Cl	68
COc1ccccc1C1CCN(c2nc(-c3ccccc3)ns2)CC1	54
COc1ccc(C(=O)NCc2nnc(SCC(=O)Nc3cc(C(F)(F)F)ccc3Cl)n2-c2ccc(Br)cc2)cc1OC	62
CN(C)S(=O)(=O)c1ccc(C(=O)Oc2ccc3nc(N4CCN(c5ccccc5)CC4)sc3c2)cc1	70
Cn1nccc1NC(=O)CC1(CC(=O)O)CCCCC1	54
O=c1[nH]c2n[nH]c(=S)n2c2c1CCCC2	70

# An excerpt; the hit share may differ from the screen's.
